NPYLR7 ag: activates Aedes aegypti NPYLR7 receptor; HEK293T NPYLR7/Galpha15, GCaMP6s calcium fluorescence; activation, % at 10 µM; hit rate 0.15% among 270,000; in the data active = activation above about 40%;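 note: 0% = vehicle and 100% = reference agonist at the receptor; some compounds past the cut are filed as inactive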
mcGAS inh: blocks mouse cGAS activity; Q8C6L5; recombinant cGAS, Kinase-Glo ATP depletion luminescence; inhibition, % at 12.5 µM; hit rate 0.15% among 160,000; AID 1259399;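 note: 0% = negative control wells and 100% = reference inhibitor with no enzyme activity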
hcGAS lum: human cGAS inhibition | recombinant h-cGAS, ATP depletion, Kinase-Glo luminescence | inhibition, % at 12.5 µM | hit rate 0.081% among 290,000 | AID 1259398;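 note: 0% = vehicle reaction and 100% = reaction without DNA for no activity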
Target sequence (Q8N884 whole entry, looked up): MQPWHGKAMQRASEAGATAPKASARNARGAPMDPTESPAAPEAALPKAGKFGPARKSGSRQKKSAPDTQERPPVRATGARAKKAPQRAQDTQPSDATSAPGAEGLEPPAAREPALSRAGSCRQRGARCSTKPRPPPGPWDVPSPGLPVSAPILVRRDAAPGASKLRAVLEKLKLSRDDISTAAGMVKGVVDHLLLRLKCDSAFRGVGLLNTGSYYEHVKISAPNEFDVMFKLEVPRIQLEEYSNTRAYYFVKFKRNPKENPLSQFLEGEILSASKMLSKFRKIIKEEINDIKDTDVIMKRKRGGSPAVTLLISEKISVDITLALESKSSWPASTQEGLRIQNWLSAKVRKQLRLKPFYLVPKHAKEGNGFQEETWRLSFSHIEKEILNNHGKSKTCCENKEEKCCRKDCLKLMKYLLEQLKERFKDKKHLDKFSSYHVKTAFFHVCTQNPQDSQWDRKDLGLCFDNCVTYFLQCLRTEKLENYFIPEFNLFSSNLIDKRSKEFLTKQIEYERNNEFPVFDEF
Starred values were filed as active, the others as inactive; & = joins results of further samples. Cut-off read from the data, not from the text of the source, unless noted: active = inhibition above about 40%; inactive = the rest.

Start of the listing, in advance, 2 compounds:
Screening Cn1cc(NC(=O)NCC2CCCO2)c2ccccc21 (centres undefined) returned NPYLR7 ag 3.4, mcGAS inh -13.3 and hcGAS lum -6.2.
`COc1ccc(C2=NOC(CN(Cc3cccc(F)c3)C(=O)C3CC3)C2)cc1OC` (centres undefined) gave NPYLR7 ag -7.6, mcGAS inh 0.5 and hcGAS lum 2.8.

The list itself, repeating the preview:
Screening Cn1cc(NC(=O)NCC2CCCO2)c2ccccc21 (centres undefined) returned NPYLR7 ag 3.4, mcGAS inh -13.3 and hcGAS lum -6.2.
`COc1ccc(C2=NOC(CN(Cc3cccc(F)c3)C(=O)C3CC3)C2)cc1OC` (centres undefined) gave NPYLR7 ag -7.6, mcGAS inh 0.5 and hcGAS lum 2.8.
Screening CC1CCc2nc(NC(=O)/C=C\c3ccccc3)sc2C1 (centres undefined) returned NPYLR7 ag -0.3, mcGAS inh 1.0 and hcGAS lum 0.6.
`N#Cc1ccc(CSc2nnc(NC(=O)c3cccc(Br)c3)s2)cc1` gave NPYLR7 ag -2.0, mcGAS inh -4.0 and hcGAS lum -1.6.
For Cc1ccccc1CC(=O)Nc1c(C)cccc1-c1nc(C(C)C)no1 the results were NPYLR7 ag 0.2, mcGAS inh -9.9 and hcGAS lum -8.4.
COc1ccc(S(=O)(=O)NC(C)(C)C)cc1 was read as NPYLR7 ag -9.4, mcGAS inh -1.4 and hcGAS lum 5.4.
For CCCCn1c(=O)[nH]c(=O)c2c1nc(CSc1nnc(-c3ccco3)o1)n2CCC the results were NPYLR7 ag -2.7, mcGAS inh -1.9 and hcGAS lum -0.1.
`CCCCNC(=O)c1ccc2c(c1)NC(=O)C1CCCN21` (centres undefined) gave NPYLR7 ag 2.2 and hcGAS lum -4.4.
`O=C(c1cn(Cc2ccc(F)cc2)nc1OCc1ccc(F)cc1)N1CCOCC1` gave NPYLR7 ag -6.3, mcGAS inh 0.4 and hcGAS lum -2.8.
`COc1ccc(CCNC(=O)c2cc(-c3ccccc3OC)nc3cc(-c4ccccc4)nn23)cc1OC` gave NPYLR7 ag 19.2, mcGAS inh -6.8 and hcGAS lum -7.3.
Screening COc1cccc(CN(CCN2CCOCC2)C2CCC(O)CC2)c1 (centres undefined) returned NPYLR7 ag 0.0 and hcGAS lum 3.9.
For CCN(CC)C(=O)c1ccc(-c2nccc(-c3ccc(C)nc3C)n2)cc1 the results were NPYLR7 ag -7.7 and hcGAS lum -6.5.
Cc1nn(C)cc1COC(=O)c1c(Cl)cnn1C was read as NPYLR7 ag 2.4 and hcGAS lum -5.3.
For O=S(=O)(Nc1nccs1)c1ccc(Cl)cc1 the results were NPYLR7 ag 13.4 and hcGAS lum -9.7.
Screening Cc1ccc(C2OCCCC2CNC(=O)Cc2ccc(C)nc2)cc1 (centres undefined) returned NPYLR7 ag 7.4&-0.7, mcGAS inh -5.7 and hcGAS lum -11.6&1.2.
For CCS(=O)(=O)Nc1ccc(-c2ccc(OC)nn2)cc1 the results were NPYLR7 ag 3.8, mcGAS inh -10.2 and hcGAS lum -14.4.
For COc1ccc(NC(=O)CSc2nc(N)c(NC(=O)c3ccccc3)c(=O)[nH]2)cc1 the results were NPYLR7 ag -2.3, mcGAS inh -10.2 and hcGAS lum -5.8.
CC(C)CN1CCN(c2cc(NC3CC3)nc(N)n2)CC1CCO (centres undefined) was read as NPYLR7 ag -0.7, mcGAS inh -11.0 and hcGAS lum -7.3.
`Cc1ccc(-c2c3c(n(CC(=O)N4CCC(NC(=O)C(F)(F)F)CC4)c2C)C(=O)CCC3)cc1` gave NPYLR7 ag 6.2 and hcGAS lum -2.6.
For Cc1c(C(=O)Nc2ccc(S(=O)(=O)N(C)C)cc2)oc2ccccc12 the results were NPYLR7 ag -0.3, mcGAS inh -4.2 and hcGAS lum 1.2.
Screening CSc1ccc(NC(=O)C2(C)CCN2C(=O)Cc2ccc(C(C)C)cc2)cc1 (centres undefined) returned NPYLR7 ag 4.7 and hcGAS lum -11.6.
COc1cc2c(cc1OC)C(c1c(F)cccc1Cl)N(C(=O)C1CC(=O)N(Cc3ccccc3)C1)CC2 (centres undefined) was read as mcGAS inh -6.7 and hcGAS lum -8.0.
Screening CC(OC(=O)Cn1cnc2c1c(=O)n(C)c(=O)n2C)C(N)=O (centres undefined) returned NPYLR7 ag -0.8, mcGAS inh -7.0 and hcGAS lum -6.7.
`COc1ccccc1Oc1c(CN(CC(O)CN2CCOCC2)CC2CC2)c(C)nn1-c1ccccc1` (centres undefined) gave NPYLR7 ag 4.3, mcGAS inh -6.3 and hcGAS lum -4.1.
For COc1cc(-c2nn(CN3CCN(c4ncccn4)CC3)c(=S)o2)cc(OC)c1OC the results were NPYLR7 ag 2.9 and hcGAS lum 3.4.
`CN1CCN(c2ncccc2CNC(=O)c2cccc(-c3ncc[nH]3)c2)CC1` gave NPYLR7 ag 1.2, mcGAS inh -15.5 and hcGAS lum -2.5.
Screening Cc1ccc(-n2nc3c(c2NC(=O)C24CC5CC(CC(C5)C2)C4)CSC3)cc1 returned NPYLR7 ag -3.2 and hcGAS lum -10.6.
Screening COC(=O)c1coc(CN2CCC(N3CCCC3=O)CC2)n1 returned NPYLR7 ag 23.8, mcGAS inh -17.7 and hcGAS lum -7.9.
For CN(C)S(=O)(=O)c1ccc(Oc2ncnc3ccccc23)cc1 the results were NPYLR7 ag 8.9, mcGAS inh -8.0 and hcGAS lum -5.0.
For CCOC(=O)c1cc(-c2cccc(NC(=O)COc3ccccc3)c2)n(-c2ccccc2F)n1 the results were NPYLR7 ag 4.3, mcGAS inh -7.4 and hcGAS lum -5.0.

Random excerpt: three entries already listed.
For Cc1c(C(=O)Nc2ccc(S(=O)(=O)N(C)C)cc2)oc2ccccc12 the results were NPYLR7 ag -0.3, mcGAS inh -4.2 and hcGAS lum 1.2.
For COc1cc(-c2nn(CN3CCN(c4ncccn4)CC3)c(=S)o2)cc(OC)c1OC the results were NPYLR7 ag 2.9 and hcGAS lum 3.4.
Screening CC(OC(=O)Cn1cnc2c1c(=O)n(C)c(=O)n2C)C(N)=O (centres undefined) returned NPYLR7 ag -0.8, mcGAS inh -7.0 and hcGAS lum -6.7.

The results go on:
Screening COc1ccc(NC(=O)c2sc(=O)n(Cc3ccc(C)cc3)c2C)cc1 returned NPYLR7 ag 7.0 and hcGAS lum -1.9.
Screening CCCNC(=O)C1(NC(=O)/C=C/c2csc(C)n2)CCCCC1 returned NPYLR7 ag 10.3, mcGAS inh -9.9 and hcGAS lum -4.1.
Screening Cc1ccc(S(=O)(=O)N(Cc2cccnc2)Cc2nccn2Cc2ccc(F)cc2)cc1 returned NPYLR7 ag 5.4, mcGAS inh -4.5 and hcGAS lum 8.0.
`C[C@H](CCC(=O)O)[C@H]1CC[C@H]2[C@@H]3C(=O)C[C@@H]4CC(=O)CC[C@]4(C)[C@H]3CC(=O)[C@]12C` gave NPYLR7 ag -1.5&-1.6, mcGAS inh -3.9 and hcGAS lum 2.1&-5.2.
Screening CCOC(=O)NC1CCCN(C(=O)Cn2c(C)cc3ccccc32)C1 (centres undefined) returned NPYLR7 ag 6.7 and hcGAS lum -14.0.
For CCOC(=O)CN(C(=O)c1cnccn1)[C@@H]1C[C@@H]2CO[C@H](C(C)C)C[C@@H]2C1 the results were NPYLR7 ag 40.2, mcGAS inh -7.8 and hcGAS lum -3.3.
Cc1nc(C(C)C)cc(N(C)Cc2ncccc2C)n1 was read as NPYLR7 ag -2.3, mcGAS inh -8.8 and hcGAS lum -4.1.
Screening O=C(CCC1CCN(C(=O)C2CC23CCC3)CC1)N1CCC(Cc2ccccc2)CC1 (centres undefined) returned NPYLR7 ag 4.1 and hcGAS lum -9.2.
Screening CCCCNC(=O)N1CCN(c2cc(Cl)nc(SCC(=O)NCc3ccccn3)n2)CC1C (centres undefined) returned NPYLR7 ag 2.1, mcGAS inh -4.8 and hcGAS lum -4.5.
For CCCn1c(=O)c2sc(N3CCCC3)nc2n(CC(=O)N2CCOc3ccc(C)cc32)c1=O the results were NPYLR7 ag -1.9, mcGAS inh -3.5 and hcGAS lum -3.3.
O=S1(=O)CCCN1Cc1ccc(Br)s1 was read as NPYLR7 ag 5.3 and hcGAS lum -6.1.
`Cc1cc(C(=O)NC2(c3ccc4c(c3)OCCO4)CCCC2)on1` gave NPYLR7 ag 1.9 and hcGAS lum 0.0.
CC1C(=O)N(c2cccc(F)c2)CCN1C(=O)c1cccc(F)c1 (centres undefined) was read as NPYLR7 ag -1.0, mcGAS inh -3.0 and hcGAS lum -3.8.
For COc1ccc(CNC(=O)Cn2c3ccc(F)cc3c3ncn(Cc4ccccc4)c(=O)c32)cc1 the results were NPYLR7 ag -4.8, mcGAS inh 4.7 and hcGAS lum 4.1.
For C#CCn1c(-c2ccccc2)nc2ccccc21 the results were NPYLR7 ag -0.3, mcGAS inh -6.8 and hcGAS lum -7.4.

Among those listed so far, these contain bromine.
`N#Cc1ccc(CSc2nnc(NC(=O)c3cccc(Br)c3)s2)cc1` gave NPYLR7 ag -2.0, mcGAS inh -4.0 and hcGAS lum -1.6.
O=S1(=O)CCCN1Cc1ccc(Br)s1 was read as NPYLR7 ag 5.3 and hcGAS lum -6.1.

The results go on.
`C=CCc1cccc2cc(C(=O)NCc3ccccc3)c(=N)oc12` gave NPYLR7 ag -8.8, mcGAS inh -7.3 and hcGAS lum -5.0.
Screening O=C(CSc1ccc2nnc(-c3ccncc3)n2n1)NC1CCCCC1 returned NPYLR7 ag -1.4, mcGAS inh -6.4 and hcGAS lum -6.3.
Screening Cc1nc(C(C)N(C)Cc2ccc(Sc3nncn3C)o2)c(C)s1 (centres undefined) returned NPYLR7 ag 1.3, mcGAS inh -15.9 and hcGAS lum -3.8.
Screening Cc1oc(-c2ccco2)nc1CN(C)Cc1noc(CC(C)C)n1 returned NPYLR7 ag 0.2, mcGAS inh -1.6 and hcGAS lum -5.3.
For CCN(CC)CCNc1nc2c(c(=O)[nH]c(=O)n2C)n1Cc1ccccc1Cl the results were NPYLR7 ag 2.0, mcGAS inh -5.0 and hcGAS lum -5.9.
Screening Cc1ccc(S(=O)(=O)N2CCN(C(=O)OC(C)C)CC2)cc1 returned NPYLR7 ag -2.6 and hcGAS lum -4.2.
For COc1ccc(CCN2CCC(CN(C)Cc3cc(OC)ccc3F)CC2)cc1 the results were NPYLR7 ag -3.4 and hcGAS lum -11.1.
For Cc1cc(C)n(C(=O)c2sccc2S(=O)(=O)N(C)c2ccccc2)n1 the results were NPYLR7 ag -3.5, mcGAS inh -6.1 and hcGAS lum -4.1.
Screening COC(CNC(=O)NC1CCN(Cc2ccccc2C)CC1)c1ccccc1 (centres undefined) returned NPYLR7 ag -7.6 and hcGAS lum -7.6.
For O=C(NC[C@H]1CCCO1)c1cncn1-c1cccc(-c2ccccc2C(F)(F)F)c1 the results were NPYLR7 ag -0.8, mcGAS inh -4.0 and hcGAS lum -1.8.
`CCOc1cccc(-c2ccccc2-c2nnc(C)o2)c1` gave NPYLR7 ag -3.0, mcGAS inh -15.3 and hcGAS lum -4.7.
For CC1(C(=O)NCc2ccc(Cl)cc2)CCN1C(=O)C1(c2ccccc2)CCCC1 (centres undefined) the results were NPYLR7 ag 9.3, mcGAS inh -3.8 and hcGAS lum -8.5.
Screening CCn1c(=O)n(CC(=O)NCCC(=O)Nc2ccccn2)c2ccccc21 returned NPYLR7 ag -0.1 and hcGAS lum -5.9.
For COc1ccccc1N1CCN(C(=O)Cn2nnnc2CN2CCOCC2)C(C)C1 (centres undefined) the results were NPYLR7 ag 3.1 and hcGAS lum -7.6.
`CCN(Cc1nc2ccccc2c(=O)[nH]1)C(=O)c1ccc(F)cc1` gave NPYLR7 ag -1.8, mcGAS inh -3.3 and hcGAS lum -1.3.
`NS(=O)(=O)c1ccc2c(c1)Cc1cc(S(N)(=O)=O)ccc1-2` gave NPYLR7 ag 0.9, mcGAS inh -4.6 and hcGAS lum -1.5.
`CCOC(=O)c1c(NC(=O)c2cccc(Cl)c2)sc(C(=O)Nc2ccccc2C)c1C` gave NPYLR7 ag -5.4 and hcGAS lum -6.4.
Screening O=C1c2cccc(O)c2CCN1Cc1ccc(Cl)cc1 returned NPYLR7 ag 1.4 and hcGAS lum -9.6.
Cn1cc(CCC(=O)N2CCCC(C(=O)c3ccc(Oc4ccccc4)cc3)C2)cn1 (centres undefined) was read as NPYLR7 ag 7.9, mcGAS inh -10.6 and hcGAS lum -6.8.
`O=C(NC1C[C@@H]1c1ccccc1)c1cncn1-c1cccc(-c2cccc3c2sc2ccccc23)c1` (some centres undefined) gave NPYLR7 ag 11.5, mcGAS inh -4.7 and hcGAS lum 0.3.
`CC(=O)NCN1CCN(CNC(C)=O)CC1` gave NPYLR7 ag -11.8 and hcGAS lum 1.4.
Cc1cccc(NC(=O)CNC(=O)CSc2ccc(F)c(F)c2)c1C was read as NPYLR7 ag -1.1, mcGAS inh -0.2 and hcGAS lum 6.1.
`C=CCN(Cc1cccc(OC)c1)C(=O)C(C)N1CCN(C)CC1` (centres undefined) gave NPYLR7 ag 3.1, mcGAS inh -7.7 and hcGAS lum -4.6.
For O=C(Nn1cnc2c(cnn2-c2ccc(F)cc2)c1=O)C1CC(=O)N(c2ccccc2)C1 (centres undefined) the results were NPYLR7 ag 13.8 and hcGAS lum -2.3.
Cc1cc(N(C)C)ccc1NC(=O)N(C)Cc1cccc(O)c1 was read as NPYLR7 ag -24.8 and hcGAS lum -11.0.
Screening COc1ccc(CN(Cc2ccc(C(O)(c3cccc(F)c3)c3cccc(F)c3)o2)C2CC2)cc1 returned NPYLR7 ag 2.6, mcGAS inh -5.7 and hcGAS lum -6.3.
Screening Cc1ccc(N2CCOC2=O)c(-c2cc(N)nc3[nH]ccc23)c1 returned NPYLR7 ag 4.0 and hcGAS lum -4.8.
`CC(C)=CC1C(C(=O)N(C)CC(=O)NC(C)(C)C)C1(C)C` (centres undefined) gave NPYLR7 ag 6.8, mcGAS inh -16.5 and hcGAS lum -10.8.

Assay outcomes from PubChem BioAssay.
